PKA-R2B act – activators of PKA-R2B holoenzyme, primary screen, biochemical, fluorescence polarization, Cy5-IP20, human. activation, % at 11.4 µM. hit rate 0.079% among 340,000. cAMP-dependent protein kinase catalytic subunit beta (Homo sapiens) + cAMP-dependent …. AID 504700, 2011. PKA-R2B holoenzyme dissociation; R2B truncated from residue 108, S112A mutant; 0% DMSO only, 100% 113 µM cGMP;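 active means activation above a cutoff set at the mean over all compounds plus 3 SD, cut at about 18% in these data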;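 further: higher means more holoenzyme dissociation and a rise in polarization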
Target sequence (P31323 whole entry, looked up, other chains not shown, the tested form may be a part): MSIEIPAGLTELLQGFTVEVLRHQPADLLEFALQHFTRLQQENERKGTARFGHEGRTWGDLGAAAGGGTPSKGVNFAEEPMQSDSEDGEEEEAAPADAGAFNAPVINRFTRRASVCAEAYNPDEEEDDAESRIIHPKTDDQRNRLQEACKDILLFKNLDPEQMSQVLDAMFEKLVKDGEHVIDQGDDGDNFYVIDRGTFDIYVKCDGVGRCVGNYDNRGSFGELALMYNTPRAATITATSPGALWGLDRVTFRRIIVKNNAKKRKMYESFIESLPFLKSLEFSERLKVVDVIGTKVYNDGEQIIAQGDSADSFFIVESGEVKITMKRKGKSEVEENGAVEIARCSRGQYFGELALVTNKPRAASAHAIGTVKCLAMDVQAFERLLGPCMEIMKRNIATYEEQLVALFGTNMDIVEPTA
AddAB inh – growth inhibition of E. coli expressing H. pylori AddAB, primary screen, AddAB inhibitor project, absorbance; inhibition, % at 11.9 µM; hit rate 0.29% among 330,000; AID 435030, 2010; in the data active means inhibition above about 12%;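 further: 0% = vehicle wells of infected cells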
Mot1-301 SUMO – yeast Mot1-301 growth rescue at high temperature, primary screen, SUMOylation pathway inhibitor project, S. cerevisiae, ATP luminescence, 38.5C. hit rate 1% among 320,000. S. cerevisiae Mot1-301 growth rescue; percent above DMSO median, 100 means doubled. growth rescue, % at 18.8 µM;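 active means every valid replicate shows activation above 250% relative to neutral control wells; inactive means the rest, any valid replicate at or below 250%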;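 further: OY570 slx delta 5 strain wells were the positive control but not used for scaling; some compounds called inactive have numbers as strong as hits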
Tat export inh – E. coli Tat export inhibitors, primary screen, MC4100, TorA-mCherry reporter, fluorescence, single point; hit rate 0.036% among 340,000; inhibition, % at 10 µM;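 active means mean replicate inhibition at least 50% and at least half of replicates individually reaching 50%; inconclusive means only one of the two criteria met; inactive means neither criterion met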;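 further: exported cargo escapes ClpAP degradation while cytoplasmic cargo is degraded and loses fluorescence; 0% = median of neutral control wells and 100% = median of NaSCN control wells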
CDK5 inh – inhibitors of human CDK5/p35 kinase, primary screen, biochemical, single concentration; Cyclin-dependent kinase 5 (Homo sapiens) + Cyclin-dependent kinase 5 activator 1 (Homo …; Recombinant CDK5/p35, ADP-Glo luminescence, 60 min; inhibition, % at 10 µM; hit rate 0.01% among 330,000; AID 488839, 2010;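 active means highest replicate inhibition of at least 50% and at least 75% of replicates reaching 50%; inconclusive means only one of the two criteria met; inactive means both criteria failed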;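 further: plate controls were DMSO neutral control for no effect and GW8510 at 10 µM for full effect; many of its hits are not listed in these tables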
Target sequence (Q00535 whole entry, looked up): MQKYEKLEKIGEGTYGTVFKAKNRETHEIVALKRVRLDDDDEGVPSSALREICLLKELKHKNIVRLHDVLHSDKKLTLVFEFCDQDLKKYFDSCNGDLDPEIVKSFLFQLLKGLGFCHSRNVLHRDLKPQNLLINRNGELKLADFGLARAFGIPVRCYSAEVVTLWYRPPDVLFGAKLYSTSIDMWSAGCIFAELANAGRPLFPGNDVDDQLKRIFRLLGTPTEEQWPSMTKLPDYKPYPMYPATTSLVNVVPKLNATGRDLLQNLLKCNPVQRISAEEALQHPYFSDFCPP
Target sequence (Q15078 whole entry, looked up): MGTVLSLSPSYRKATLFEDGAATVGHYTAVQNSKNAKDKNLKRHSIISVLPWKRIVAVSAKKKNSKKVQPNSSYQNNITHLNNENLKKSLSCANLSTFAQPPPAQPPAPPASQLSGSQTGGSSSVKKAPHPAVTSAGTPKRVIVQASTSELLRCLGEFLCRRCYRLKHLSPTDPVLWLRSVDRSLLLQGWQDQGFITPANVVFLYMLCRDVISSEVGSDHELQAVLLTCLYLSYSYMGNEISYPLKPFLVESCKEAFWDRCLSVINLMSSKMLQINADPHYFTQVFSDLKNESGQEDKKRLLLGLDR
phage Ecoli inh – growth loss of phage-infected E. coli, primary screen, RecBCD inhibitor project, absorbance, with phage, HTS | inhibition, % at 11.9 µM | hit rate 0.26% among 360,000 | AID 651602, 2012; in the data active means inhibition above about 11%
Ecoli viability – E. coli V3065 growth inhibition, primary screen, counter-screen for AddAB inhibitor project, absorbance, OD600; inhibition, % at 11.9 µM; hit rate 0.27% among 330,000; 18 h;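 active means inhibition above the campaign's mean inhibition across all tested compounds plus 3 SD, cut at about 9.9% in these data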;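 further: uninfected addAB+ strain grown without phage in ampicillin broth; 0% = DMSO wells and 100% = ciprofloxacin 0.95 µg/ml wells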
HTR5A ag ctr – HTR5A agonists in luminescence cell assay, primary screen, counter-screen for OPRM1-OPRD1 heterodimer agonist project, full-deck HTS; cell-based; AID 504692, 2011; hit rate 0.61% among 340,000; activation, % at 9.3 µM; in the data active means activation mostly above about 9.5%, no sharp cut-off; inactive means mostly below about 7.6%;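 further: 0% = cells with vehicle only and 100% = reference agonist; strong numbers were not always called active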
DAGLB inhibitor – DAGLB lipase inhibitors, primary screen, biochemical, fluorescence, HTS; Diacylglycerol lipase-beta (Homo sapiens), Q8NCG7; inhibition, % at 5.17 µM; HEK293T DAGLB membrane lysate, EnzChek fluorogenic substrate; hit rate 0.059% among 340,000; in the data active means inhibition above about 34%;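 further: 0% = enzyme with vehicle and 100% = wells lacking enzyme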
HTR5A inv ctr – HTR5A inverse agonists in luminescence cell assay, primary screen, counter-screen for OPRM1-OPRD1 heterodimer inverse agonist project, full-deck HTS | hit rate 0.083% among 340,000 | HTR5A cell line, inverse agonism | inhibition, % at 9.3 µM | AID 504634, 2011; in the data active means inhibition mostly above about 23%, no sharp cut-off; inactive means mostly below about 18%;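 further: 0% = cells with DMSO and 100% = no-cell wells with DMSO; some compounds called inactive have numbers as strong as hits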
PKA-R1A activ – activators of PKA-R1A holoenzyme, primary screen, biochemical, fluorescence polarization, Cy5-IP20, bovine R1A, mouse PKAc; cAMP-dependent protein kinase type I-alpha regulatory subunit (Bos taurus) + …; PKA-R1A dissociation; scaled: DMSO 0%, 113 µM cGMP 100%; activation, % at 11.4 µM; hit rate 0.083% among 340,000; AID 504707, 2011;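 active means percent activation above the mean of all tested compounds plus 3 SD, cut at about 19% in these data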;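 further: higher means more PKAc released from R1A so a rise in polarization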
An asterisk follows results filed as active; ? = inconclusive; . = no result given. An unsorted share of the library. About 2.3% of those tested had a hit in this group.

structure	HTR5A inv ctr	Mot1-301 SUMO	PKA-R1A activ	Tat export inh	HTR5A ag ctr	AddAB inh	DAGLB inhibitor	Ecoli viability	PKA-R2B act	CDK5 inh	phage Ecoli inh
CN(CCNC(=O)c1cccc(N2CCCC2=O)c1)Cc1ccccc1	18	-7	7	3	-2	1.3	2	4.2	16	0.1	1.6
CCCCC(=O)NC(c1ccc([N+](=O)[O-])cc1)c1c(O)ccc2ccccc12 (stereo not drawn)	-15	61	-10	10	0	-0.8	-2	-0.3	-1	-0.3	5.8
CCN1CC(CNC(=O)c2ccc3nc(Cc4cccc(Cl)c4)oc3c2)CC1=O (stereo not drawn)	-5	28	-2	8	0	2.6	-1	-1.1	3	0.7	4.4
COc1cc(N2CCCC2)c(OC)cc1/C=C(/C#N)c1cccc(Br)c1	1	-1	-3	-6	1	2.1	-6	-0.3	-4	0.2	.
Cc1cc(OCC(=O)N(Cc2cccs2)C2CCS(=O)(=O)C2)ccc1Cl (stereo not drawn)	-14	3	6	1	5	-2.5	-3	-4.2	-4	-0.9	2.0
Cc1cc(C(=O)N/N=C2\CC(=O)CC(C)(C)C2)c(C)n1-c1ccc(F)cc1	-3	-1	-8	-7	1	1.8	2	-3.0	1	0.6	1.9
O=c1[nH]ccc2c([N+](=O)[O-])cccc12	4	-11	-5	11	-2	1.7	0	-0.2	-4	0.3	3.6
COc1cc(S(=O)(=O)NC2CCCCC2C)ccc1-n1cnnn1 (stereo not drawn)	0	-9	-5	-7	0	4.0	-5	2.7	-2	1.4	6.7
Cc1ccc(Nc2nnc(SCC(=O)c3c(N)n(C4CC4)c(=O)[nH]c3=O)s2)cc1C	15	-11	2	-3	-4	0.7	7	-0.3	-4	1.2	2.0
CCCn1c2ccccc2c2cn[nH]c(=O)c21	-4	4	1	-9	1	4.2	0	2.6	5	9.2	3.6
O=C(Nc1ccc(Br)cc1)c1cccnc1N1CCCCC1	-18	7	-9	4	3	2.3	-4	1.1	0	-0.1	3.2
COc1ccccc1N(C)S(=O)(=O)c1ccc(Cl)c(C(=O)Nc2cccc(C)n2)c1	4	13	-13	5	-2	0.7	-4	2.0	-14	0.8	3.8
COc1ccccc1/C=N/NC(=O)c1ccc2c(c1)OCO2	-3	81	-3	-8	1	2.5	-2	0.7	7	-0.1	0.1
Cc1nc2nc(C)n(CCN3CCOCC3)c(=O)c2c(-c2cccc([N+](=O)[O-])c2)c1C(=O)CCCCCCCCCCN1CCC(c2ccccc2)(c2ccccc2)CC1	-29	.	-7	?	8	.	7	.	-10	-1.2	0.3
O=C(Nc1ccc(C(=O)N2CCCCC2)cc1)C1CCC1	2	.	0	0	-1	.	-1	.	12	0.8	4.5
COCCCNC(=O)CCc1nc2cccnc2n1Cc1ccccc1	-16	-11	-12	1	2	2.1	-2	-1.0	6	-0.1	3.5
Cc1ccn2c(=O)nc(SCC(=O)N3CCC(C)CC3)nc2c1	-4	23	-9	-4	1	0.6	1	-2.9	-10	0.2	1.2
CC(C)NC(=O)N(C)C[C@H]1Oc2ccc(NS(=O)(=O)c3ccccc3)cc2C(=O)N([C@H](C)CO)C[C@H]1C	19	-9	-4	-7	1	2.2	1	-0.4	-2	0.1	3.8
COc1ccc(/C=C/C(=O)C2(O)CCCCC2)cc1	2	1	15	-9	-1	-0.8	-2	-0.1	4	0.0	1.6
COc1ccc(C(=O)Nc2cc(C)ccc2NC(=O)COc2ccccc2)cc1	-18	2	5	-10	3	-0.2	-3	0.0	-12	-1.0	2.5
Clc1ccccc1C=NNc1ccccn1	-8	.	7	3	2	.	1	.	-1	-3.3	1.1
C=CCN1C(=O)c2ccc(C(=O)N(CC)CC(=O)Nc3c(F)cccc3F)cc2C1=O	6	-12	0	-8	2	-0.2	4	-0.7	-3	0.8	-0.8
COCCNC(=O)CSc1nc2nc(C)cc(C)n2n1	-13	18	-3	-12	2	-0.9	0	-1.9	-7	-0.8	1.9
O=C(Oc1ccccc1C(=O)N1CCOCC1)c1ccc(F)cc1	-11	3	-8	7	4	-1.4	0	-0.7	4	1.0	1.3
CC(C)[C@H]1C(=O)Nc2ccccc2N1C(=O)N[C@@H](Cc1ccccc1)C(=O)N[C@H](Cc1ccccc1)C(=O)O	3	-20	-12	-8	2	4.5	2	0.2	-4	-0.7	2.0
O=c1c2ccccc2c(=O)n(Cc2ccccc2)n1Cc1ccccc1	-14	4	-15	3	4	4.3	-9	-0.9	-4	-0.7	5.6
CCOP(=O)(OCC)c1ccc2c(c1)C(=O)c1ccccc1CC2	4	-5	-10	1	-2	-1.4	3	-1.8	-3	-1.8	1.9
Cc1nc(SCC(=O)Nc2nc3ccccc3s2)n[nH]1	-11	-7	-1	-3	-2	3.6	-1	3.6	2	-0.2	1.9
C=CCNc1oc(C2CCCC2)nc1C#N	8	-5	-7	-1	1	0.4	-1	1.8	-3	1.4	4.0
CC(=O)NC(Cc1cc(C)ccc1C)C(=O)N1CCN(C(=O)Nc2ccc(C(C)=O)cc2)CC1 (stereo not drawn)	-12	4	-5	-3	0	-0.8	3	-3.0	-1	0.0	-0.1
O=C(O)c1ccc(-n2cccc2/C=N\NC(=O)c2cc3cc(Br)ccc3o2)cc1	-9	128	3	-4	3	-0.7	-1	0.6	-2	1.6	0.3
O=C1C2C3C=CC(C4CC34)C2C(=O)N1/N=C/c1ccc(-c2ccc(Cl)cc2[N+](=O)[O-])o1 (stereo not drawn)	-7	93	-8	7	3	5.1	-2	0.5	-3	-0.4	3.3
CC1(C)CC(=O)c2c(-c3cccnc3)n[nH]c2C1	-31	9	12	-9	12	2.9	1	0.9	6	0.7	3.0
Cc1ccc(-c2nn(CCC(=O)NCC3CCCO3)c(=O)c3ccccc23)cc1 (stereo not drawn)	3	-8	-5	10	-4	-0.1	-1	-1.5	3	-0.1	2.9
O=C(Nc1ccccc1)c1ccc(S(=O)(=O)Nc2cccc(O)c2)cc1	-11	4	12	-8	3	1.4	0	0.7	-7	0.9	3.3
CC(C)C(C(=O)NCC1CCCO1)N(Cc1ccco1)C(=O)CNS(=O)(=O)c1ccc(F)cc1 (stereo not drawn)	7	-2	-21	-3	1	1.6	-2	-0.6	5	-1.5	2.1
COc1ccc(NS(=O)(=O)c2ccc(Oc3c(C#N)cccc3C#N)cc2)cc1	-8	5	-7	9	10	0.9	0	1.6	12	-1.7	2.3
Cc1ccccc1C1NS(=O)(=O)N=C1N (stereo not drawn)	2	3	-8	-5	-1	2.6	0	-2.2	-3	2.2	7.5
CCOC(=O)c1cnn2c(N)c(C#N)cnc12	6	-7	2	-1	-1	2.5	-1	3.2	-3	-0.4	-1.1
COc1ccc2cc([C@H](C)C(=O)N(C)Cc3ccccc3N3CCCC3)ccc2c1	3	149	-4	15	-2	4.7	-8	-0.3	-4	-1.6	0.3
COc1cc2c(cc1NC(=O)CN(C)Cc1cccc(OC)c1OC)oc1ccccc12	-10	1	-15	13	2	-1.0	-9	-0.6	-7	0.0	0.9
CCOC(=O)C1CCN(S(=O)(=O)c2ccc(Cl)cc2OC)CC1	-21	2	-13	2	-4	0.6	0	-2.7	-12	-0.2	3.5
COc1ccc(/C=C/C(=O)c2sc(-c3ccccc3)nc2C)cc1	-5	-13	-2	8	-2	0.2	-5	-0.4	1	1.1	1.9
O=C(O)c1ccccc1NS(=O)(=O)c1ccc(N/N=C/c2ccc(O)c(O)c2)c([N+](=O)[O-])c1	23	.	-9	11	-4	.	52*	.	3	1.2	1.2
COC(=O)[C@@H]1CC(O)CN1C(=O)C12CC3CC(CC(C3)C1)C2 (stereo partly drawn)	1	16	1	-6	0	.	2	.	-3	1.8	2.0
CCN(CC)S(=O)(=O)c1cc(NS(=O)(=O)c2cccc(C(=O)O)c2)ccc1C	-8	23	2	-8	0	-0.3	3	-0.2	-6	-0.5	3.2
COC(=O)c1cc2nc(-c3ccccc3)cc(C)n2n1	-10	-8	5	1	0	1.4	-1	0.3	2	0.5	-1.6
C=CCn1c(N)nc2ccccc21	-11	27	3	-1	4	2.9	1	2.1	6	3.5	1.9
Cc1ccc(-n2c(O)c(C=Nc3ccccc3-c3n[nH]c(=S)[nH]c3=O)c3ccccc3c2=O)cc1C	-18	.	-1	?	10	.	20	.	-2	-0.6	2.3
O=c1oc(-c2cccs2)nc2scc(-c3cccs3)c12	-18	-8	0	-3	2	2.2	0	-0.9	-9	-0.5	2.4
COC(=O)c1ccccc1NS(=O)(=O)c1ccc(NC(C)=O)cc1	9	195	2	-4	-3	-1.1	-1	-0.4	10	0.6	0.9
CN(Cc1cnccn1)C(=O)CC1C(=O)NCCN1Cc1c(F)cccc1Cl (stereo not drawn)	-30	18	-13	-1	3	1.1	-2	-0.1	7	-0.6	3.8
N#C/C(=C\c1cc2ccccc2nc1N1CCCCC1)C(N)=O	-11	43	-4	-1	6	3.2	6	-0.7	-8	-0.7	1.2
O=S(=O)(NN=C1CCCCC1)c1ccccc1	-18	-2	-4	4	4	2.9	-1	-0.6	4	-0.5	0.9
O=C(/C=C/c1ccccc1Cl)Nc1ccc(Cl)cn1	0	-2	-6	-4	0	-0.6	-3	1.6	1	-0.7	3.4
O=C(CSc1nnc(-c2ccco2)o1)c1ccc(O)cc1O	-9	-6	0	-7	3	4.0	-2	-0.4	6	-0.6	0.6

The results go on.
structure	HTR5A inv ctr	Mot1-301 SUMO	PKA-R1A activ	Tat export inh	HTR5A ag ctr	AddAB inh	DAGLB inhibitor	Ecoli viability	PKA-R2B act	CDK5 inh	phage Ecoli inh
CC(=O)N/C(=C\c1ccccc1)C(=O)OCC(=O)NC1CCCC1	2	-3	4	-7	4	-0.9	0	1.0	6	0.7	3.6
CCc1c(C(=O)N2CCCN(C)CC2)csc1C	10	-16	-9	-18	-4	0.1	-3	-0.8	-3	1.0	0.9
COc1ccc(C(=O)NC(=S)N2CCOCC2)cc1Br	3	2	-4	2	-1	-2.4	-2	-1.9	-8	0.2	-2.8
COc1ccc(COCC(O)CN(Cc2ccccc2)C(C)C)cc1OC (stereo not drawn)	-14	3	-8	-1	-3	2.8	1	1.9	6	-1.6	2.0

Source: PubChem
